Source: PubChem (National Center for Advancing Translational Sciences (NCATS))
Tb PFK inh = blocks T. brucei phosphofructokinase; AID 485367; 0.17% of 330,000 active; O15648; T. brucei PFK, ADP-Glo luminescence; Potency, µM (highest dose often 57.5 µM), without a hit: at the top dose activity, negative = inhibition, usual class: inhibitors;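 also: potency is read from the fitted curve at half-maximal effect; 0% = uninhibited 1x PFK enzyme wells and -100% = no-enzyme wells; nearly all actives have a fitted effect of over 60% in size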
Target sequence (O15648 whole entry, looked up): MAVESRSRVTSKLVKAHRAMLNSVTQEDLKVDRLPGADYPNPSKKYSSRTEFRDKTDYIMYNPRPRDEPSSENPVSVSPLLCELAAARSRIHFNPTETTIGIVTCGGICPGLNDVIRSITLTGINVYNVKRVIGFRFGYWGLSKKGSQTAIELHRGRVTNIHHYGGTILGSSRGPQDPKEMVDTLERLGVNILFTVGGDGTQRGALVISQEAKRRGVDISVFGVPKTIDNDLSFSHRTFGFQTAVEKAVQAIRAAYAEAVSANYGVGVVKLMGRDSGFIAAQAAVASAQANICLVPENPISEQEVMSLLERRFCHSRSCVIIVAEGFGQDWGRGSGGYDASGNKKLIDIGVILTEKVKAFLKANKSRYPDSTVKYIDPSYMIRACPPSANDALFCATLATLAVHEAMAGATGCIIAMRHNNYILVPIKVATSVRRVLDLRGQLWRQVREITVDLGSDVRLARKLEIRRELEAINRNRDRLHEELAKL
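ADP-Glo luminescence quantified ADP after 45 min at room temperature, with 1.25 nM T. brucei PFK, 0.1 mM ATP and 0.5 mM fructose-6-phosphate in pH 8.0 TEA buffer. qHTS titrations up to 57 µM; curves classified by quality.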
MLL CXXC-DNA inh = MLL CXXC-DNA interaction inhibition; MLL-CXXC / FITC-HOXA9 DNA fluorescence polarization; Potency, µM (doses to about 115 µM), inactives show at the highest dose activity change, negative = inhibition, hits mostly inhibitors; 0.037% of 290,000 active; Q03164; active = well fitted inhibition curve with a large enough effect in the polarisation, with a control signal flat, not every such curve was filed as active; inconclusive = small, poorly fitted or top-dose-only effect, or effect the other way, or a change in a side signal; inactive = no such curve, though single readings can be large or run the other way; the % refers to the polarisation; also: potency is read from the fitted curve at half-maximal effect
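Fluorescence polarization: 7 uM MLL-CXXC (stock) preincubated 5 min with compounds, then 50 nM fluorescein-HOX-A9 DNA (stock) added; 30 min ambient. Buffer 50 mM Tris-HCl pH 7.5, 50 mM NaCl, 1 mM DTT, 0.05% BSA.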
BCR signal inh = blocks chronic active B-cell receptor signaling. 0.05% of 340,000 active. ABC-DLBCL IkBa-CBG/CBR reporter, luminescence ratio, 4 h. Potency, µM (top dose mostly 46.1 µM), inactives show at the highest dose ratio change, negative = lower green/red ratio, actives largely listed as inhibitors; active = well fitted inhibition curve with a large enough effect in the signal ratio, with a control signal flat, not every such curve was filed as active; inconclusive = small, poorly fitted or top-dose-only effect, or effect the other way, or a change in a side signal; the % refers to the signal ratio;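 also: potency is read from the fitted curve at half-maximal effect; plate controls were basal doxycycline-induced cells for no effect and cells given 10 µM MG132 for full effect; MG132 reads +100%, hits lower the ratio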
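Concentration-response series (up to 46 uM) were applied to TMD8 dual-reporter cells for 4 h at 37C with doxycycline. Green/red ratio, after filter-overlap correction, defined %Activity; red signal alone was normalised to basal cells and zero luminescence.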
FBPA coupling cs = inhibits coupling enzyme system, counter-screen for aldolase hits | 0.67% of 290,000 active | coupling enzyme system counterscreen, AmpLite Red fluorescence | activity change, negative = inhibition, % at 58.2 µM, hits read low; in the data active = activity change below about -30%; also: % is scaled to controls: 0 for no effect and ±100 for the full control effect
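Counterscreen lacking aldolase: glyceraldehyde-3-phosphate coupling-enzyme reagent preincubated 10 min at RT with compound (at 57.5 uM final), then substrate/coupling system with AmpLite Red added; fluorescence read at 525/598 nm after 20 min RT.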
GALK inh = blocks human galactokinase activity; P51570; Purified GALK, Kinase-Glo residual ATP luminescence; Potency, µM (highest dose often 57.5 µM), inactives show at the highest dose activity change, negative = inhibition, actives largely listed as inhibitors; 0.007% of 270,000 active; also: potency is read from the fitted curve at half-maximal effect; % is scaled to controls: 0 for no effect and ±100 for the full control effect
Target sequence (P51570 whole entry, looked up): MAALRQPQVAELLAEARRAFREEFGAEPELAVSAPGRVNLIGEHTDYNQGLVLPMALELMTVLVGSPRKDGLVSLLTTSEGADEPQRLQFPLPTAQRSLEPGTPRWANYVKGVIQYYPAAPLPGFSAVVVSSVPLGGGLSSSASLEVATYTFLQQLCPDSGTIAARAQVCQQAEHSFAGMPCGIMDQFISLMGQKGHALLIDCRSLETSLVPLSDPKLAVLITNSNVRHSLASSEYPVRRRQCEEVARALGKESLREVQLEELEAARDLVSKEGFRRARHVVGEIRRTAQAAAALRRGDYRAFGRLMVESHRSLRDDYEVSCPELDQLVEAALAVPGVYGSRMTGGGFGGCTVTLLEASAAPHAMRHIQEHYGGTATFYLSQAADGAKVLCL
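Kinase-Glo Plus luminescence measured ATP left after a 1 h room-temperature reaction. The reaction used 5 nM GALK, 100 uM galactose and 35 uM ATP at pH 8.0 (20 mM HEPES, 5 mM MgCl2, 60 mM NaCl, 1 mM DTT, 0.01% BSA).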
hERG WT inh = inhibitors of human wildtype KCNH2 potassium channel; U2OS, BacMam KCNH2, thallium flux FluxOr; stronger effect = lower value; 0.37% of 340,000 active; activity change, % at 1.84 µM; Q12809; AID 720551;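 active = maximum activity change below -70%; inconclusive = maximum activity change between -70% and -50%; inactive = maximum activity change above -50%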; also: % is scaled to controls: 0 for no effect and ±100 for the full control effect
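U2OS cells transduced with wild-type KCNH2 virus are loaded with FluxOr dye for 45 min, and thallium flux is measured in kinetic reads before and after stimulation buffer. Rate constants are normalized to DMSO controls.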
TCR act = activators of T cell receptors. Potency, µM (highest dose often 9.22 µM), for inactives: at the top dose activation of IL-2 secretion, usual class: activators. primary human leukocytes, anti-CD3, IL-2 HTRF, 48 h. 330,000 tested, under 10 active; also: % of control where 0% means no effect
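IL-2 produced over 48 hr by a-CD3 bead-stimulated primary human leukocytes exposed to compounds was detected with a homogeneous time-resolved FRET immunoassay, 665nm acceptor signal after 320nm excitation.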
TSHR antagonist = blocks TSH signaling through the human TSH receptor | P16473 | TSHR-expressing cells, TSH-stimulated cAMP HTRF, 2 h; stronger effect = lower value | activity change, negative = inhibition, % at 11.5 µM | 0.2% of 330,000 active | AID 504810;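 active = activity change below a set negative limit, meaning inhibition stronger than a set level, cut at about -70% in these data; inconclusive = activity change between two set negative limits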; also: % is scaled to controls: 0 for no effect and ±100 for the full control effect
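Inhibition of cAMP made by TSHR-expressing cells under TSH stimulation (4nM final, EC80; 2 h, 37 deg C) is quantified with a one-step lysis HTRF kit, anti-cAMP cryptate versus cAMP-d2.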
A-T KAP1 phos = potential ataxia-telangiectasia treatment | […] A-T fibroblasts, KAP-1 phosphorylation AlphaLISA; neocarzinostatin DNA damage 30 min before lysis | Potency, µM (series often up to 57.5 µM), for the others: at the highest dose activation, most hits filed as activators | 0.19% of 320,000 active | AID 485349; also: potency is read from the fitted curve at half-maximal effect; % of control where 0% means no effect; nearly all actives have a fitted effect of over 45% in size
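ATM-like activity read as KAP-1 phosphorylation via AlphaLISA donor/acceptor antibody pairs after lysis and 6 hr at 25C. Cells were ATM-null patient fibroblasts ([…], hTERT), dosed 60 min, then exposed to the DSB inducer NCS for 30 min.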
Giardia kill = kills Giardia lamblia | Giardia lamblia trophozoite viability | activity change, % at 7.66 µM, hits read low | 0.15% of 340,000 active; in the data active = activity change below about -80%; inconclusive = between about -30% and that limit;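 also: parasites exposed to compound for two days anaerobically before the ATP read; % is scaled to controls: 0 for no effect and ±100 for the full control effect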
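Luminescence from cellular ATP indicates surviving trophozoites (100 cells/well) following 48 hrs anaerobic compound treatment at 37 deg C; signal develops 15-30 min at room temperature.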
* hit, by the source's call; u = inconclusive; x = no result given; [ ] = remark or other dose. Unless noted, calls follow the shape of the dose curve; as a rule, active = well fitted curve in the direction sought with a large enough effect; inconclusive = small, poorly fitted or top-dose-only effect, or another doubt; inactive = no such curve, though single readings can be large; an effect the other way counts as inactive or inconclusive.

SMILES	Tb PFK inh	MLL CXXC-DNA inh	BCR signal inh	FBPA coupling cs	GALK inh	hERG WT inh	TCR act	TSHR antagonist	A-T KAP1 phos	Giardia kill
COc1c(C)cc(Br)cc1C(=O)Nc1ccc(C)cc1[N+](=O)[O-]	-1%	-1%	u	-2	1%	26	-5%[46.1 µM]	11	-1%	11
N#CCCN(C(=O)c1ccc2c(=O)n3c(nc2c1)CCCCC3)c1ccccc1	0%	4%	-1%	x	4%	-8	-1%	-7	-8%	1
CNC(=O)COC(=O)CCC(=O)c1ccc(Cl)cc1	0%	-1%	-5%	-1	0%	-2	6%	-13	2%	-4
Cc1ccc(Cn2nnc3c(=O)[nH]c(C4CCCN(S(=O)(=O)c5ccccc5)C4)nc32)cc1 (stereo not drawn)	-2%	-2%	u	-1	-1%	9	-1%	-10	x	14
Cc1ccc(N(Cc2ccccc2)C(=O)c2cccc(S(=O)(=O)N3CCOCC3)c2)cc1	-4%	x	3%	x	x	4	-10%	-11	2%	-15
CCN1C(=O)CSc2ccc(C(=O)NCCCN3CCOCC3)cc21	0%	-7%	1%	5	1%	6	-1%	-5	-5%	-15
Cc1oc(-c2ccccc2Cl)nc1CSc1nc2c(c(=O)[nH]1)CCC2	-3%	7%	-1%	4	x	-7	6%	8	-1%	5
COc1ccc2nc(C)cc(Nc3ccc(C)cc3)c2c1	-1%	-6%	2%	-3	0%	5	1%	10	-3%	19
NC(=O)c1nc(C(=O)N2CCN(c3ccccc3)CC2)c2ccccc2n1	-10%	x	-1%	x	x	x	11%	15	-4%	-4
COc1cc(SC)ccc1C(=O)N(Cc1ccccc1)c1ccccc1	0%	15%	12%	x	-4%	7	-1%	-11	11%	-27
Cc1ccc(NC(=O)NCC(c2ccccc2)N(C)C)cc1 (stereo not drawn)	6%	-5%	u	2	-2%	10	-3%	-1	28%	8
Cc1cc(C)nc(NC(=NCCc2c[nH]c3ccccc23)NC(=O)Nc2cccc([N+](=O)[O-])c2)n1	0%	17%	u	1	x	-7	6%[46.1 µM]	-8	4%	-10
COc1ccc(S(=O)(=O)N2CCOCC2)cc1NC(=O)COc1ccc(C(C)=O)cc1OC	0%	x	4%	x	x	-12	-5%	5	4%	4
CC(C)C(NC(=O)CCNC(=O)c1ccccc1Cl)c1nc2ccccc2[nH]1 (stereo not drawn)	3%	x	1%	x	x	2	x	9	-10%	12
C=CCn1c(=O)c2ccc(C(=O)NCc3ccccc3)cc2n(Cc2ccc(Cl)cc2)c1=O	-1%	-1%	-3%	0	0%	10	6%[46.1 µM]	7	3%	6
CCC(=O)N1CC(C)C(=O)Nc2ccccc21 (stereo not drawn)	1%	0%	-1%	3	-4%	-7	5%	20	-1%	-7
O=c1c2ccccc2ncn1Cc1ccc(Cl)c(Cl)c1	u	-6%	-10%	0	8%	-8	0%	10	-6%	-16
COc1cc(CNCCCN2CCOCC2)cc(Br)c1OCc1ccc(Cl)cc1	-4%	13%	u	1	0%	27	-3%	-17	4%	-14
CCOC(=O)N1CCC2(CC1)C(C(=O)C13CC4CC(CC(C4)C1)C3)C2(C#N)C#N (stereo not drawn)	23%	-2%	2%	2	1%	-4	4%	3	4%	-8
CC1CC(C)CN(S(=O)(=O)c2ccc(NN)nc2)C1 (stereo not drawn)	0%	1%	11%	-1	0%	10	0%	-13	0%	9
CCOC(=O)C(NC(=O)c1ccccc1Cl)(Nc1ccc(C(F)(F)F)cc1)C(F)(F)F (stereo not drawn)	0%	14%	-11%	-5	1%	-1	1%[46.1 µM]	-3	-2%	1
Cc1cccc(-c2nnc(SCC(=O)Nc3ncccn3)n2C)c1	-2%	4%	1%	-1	0%	-16	-4%	0	-3%	6
O=C(NNC(=O)c1cc2ccccc2oc1=O)c1ccccc1[N+](=O)[O-]	3%	-1%	u	2	-1%	-1	4%	19	1%	-10
Cc1cc(C)cc(N2C(=O)C3CCCN3C2=S)c1 (stereo not drawn)	1%	u	u	2	4%	3	-2%	6	0%	-3
C=CCNc1nc(-c2cccs2)c(CC(=O)O)s1	1%	-8%	14%	4	5%	0	7%	-3	-3%	-25
COc1ccc(C(NC(=O)N2CC(C)OC(C)C2)C(Cl)(Cl)Cl)cc1F (stereo not drawn)	0%	u	12%	3	0%	2	-6%[46.1 µM]	0	-2%	5
CCc1cc(C(=O)c2ccc(OC)cc2)c(NC(=O)CCC(=O)O)s1	3%	-2%	18%	9	-3%	-2	0%	-7	6%	-20
COc1cc2c(cc1OC)CN(C(=O)COc1ccc(C#N)cc1)CC2	0%	0%	2%	-2	-4%	10	21%	-8	-6%	7
CCOCCCNC(=O)CN1C(=O)c2ccccc2Sc2ncccc21	-1%	2%	2%	2	x	8	-4%	2	4%	2
CCOC(=O)c1sc(NC(=O)C2CC2)nc1C	-1%	-5%	u	0	2%	2	-4%	14	3%	7

Sorted by molecular weight (low to high): 3 of the compounds above.
SMILES	Tb PFK inh	MLL CXXC-DNA inh	BCR signal inh	FBPA coupling cs	GALK inh	hERG WT inh	TCR act	TSHR antagonist	A-T KAP1 phos	Giardia kill
O=c1c2ccccc2ncn1Cc1ccc(Cl)c(Cl)c1	u	-6%	-10%	0	8%	-8	0%	10	-6%	-16
O=C(NNC(=O)c1cc2ccccc2oc1=O)c1ccccc1[N+](=O)[O-]	3%	-1%	u	2	-1%	-1	4%	19	1%	-10
COc1cc(CNCCCN2CCOCC2)cc(Br)c1OCc1ccc(Cl)cc1	-4%	13%	u	1	0%	27	-3%	-17	4%	-14

The listing continues.
SMILES	Tb PFK inh	MLL CXXC-DNA inh	BCR signal inh	FBPA coupling cs	GALK inh	hERG WT inh	TCR act	TSHR antagonist	A-T KAP1 phos	Giardia kill
CCS(=O)(=O)N1CCC(C(=O)NCc2ccc3c(c2)OCO3)CC1	1%	7%	-5%	1	7%	x	-5%	1	7%	-19
O=c1cc(-c2ccncc2)oc2ccccc12	4%	-4%	u	2	0%	-5	0%	8	-18%	36[activator]
CC(Sc1ccccc1)C(=O)NCC1COc2ccccc2O1 (stereo not drawn)	1%	x	2%	x	x	-15	-5%	-4	1%	11
N#Cc1cc2cc3c(cc2nc1SCC(=O)N1CCOCC1)OCCO3	-2%	4%	0%	-1	3%	-4	0%	-3	12%	-18
Cc1ccccc1NS(=O)(=O)c1cccc2nsnc12	3%	-5%	u	1	1%	6	0%	-5	-6%	12
CN(CCNC(=O)C1CCN(S(=O)(=O)c2cnc[nH]2)CC1)Cc1ccccc1	-4%	-8%	-2%	8	3%	-5	1%	2	-3%	8
C/C=C/c1ccc(OCCCCOc2c(OC)cccc2OC)c(OC)c1	2%	8%	u	9	1%	7	3%[46.1 µM]	-4	u	10
Cc1ccc(S(=O)(=O)N(CC(O)CN2CCCC2)c2ccccc2)cc1 (stereo not drawn)	2%	2%	-1%	0	1%	55	9%	0	5%	10
Cc1cc(N)n(Cc2ccc(Cl)cc2)n1	0%	-8%	-21%	2	9%	-14	-6%	2	0%	6
CC(C)N(C(C)C)S(=O)(=O)c1ccc(NC(=O)c2cnccn2)cc1	0%	6%	2%	-4	-8%	8	3%	-11	8%	7
c1ccc(Nc2nn[nH]n2)cc1	-2%	-13%	u	4	10%	-19	1%	1	1%	-17
CCOC(=O)COc1ccc(C(c2c(C)[nH][nH]c2=O)c2c(C)[nH][nH]c2=O)cc1	-16%	-20%	0%	-14	-2%	8	2%	-5	-3%	-4
NC(=O)C1CCN(C(=O)/C=C/c2ccco2)CC1	-10%	7%	3%	0	3%	10	-2%[46.1 µM]	1	12%	-25
CC(OC(=O)CCCN=C1NS(=O)(=O)c2ccccc21)C(=O)N(C)c1ccccc1 (stereo not drawn)	-8%	x	3%	x	x	-10	-2%	3	-4%	-14
CCOP(=O)(OCC)/C(C#N)=C/c1cc(OC)ccc1OC	-19%	-20%	-6%	2	1%	-6	5%	-10	-4%	-7
CCOc1ccc(CC2c3cc(OCC)c(OCC)cc3CCN2C(=O)c2cc(OC)c(OC)c(OC)c2)cc1OCC (stereo not drawn)	-1%	-11%	-1%	-7	4%	-1	-4%	17	0%	5
CCOC(=O)N1CCC(NC(=O)C2CCCN(C(=O)N3CCOc4ccccc43)C2)CC1 (stereo not drawn)	-1%	4%	-2%	2	0%	-10	1%	-10	-1%	-4
O=S(=O)(c1ccc(Br)s1)N1CCc2ccccc2C1	0%	5%	5%	0	-2%	-4	17%[46.1 µM]	-7	3%	2
COc1cccc(N=Nc2c(=O)[nH]n3c(=O)cc(C)[nH]c23)c1	u	-28%	-2%	-1	-2%	-2	3%	-13	-4%	5
Cc1ccc(N2C(=O)C(Cl)=C(N3CCCCCC3)C2=O)cc1	-5%	-13%	6%	3	8%	-2	x	-4	10%	-20
CSCCC(NC(=O)c1ccco1)C(=O)NC1CCC(C)CC1 (stereo not drawn)	-2%	x	3%	x	x	-3	9%	34	21%	8
